# LYP phosphatase: inhibitors of LYP phosphatase, biochemical, fluorescence intensity, uHTS (AID 1779) | Tyrosine-protein phosphatase non-receptor type 22 (Homo sapiens) | recombinant LYP phosphatase, fluorescence intensity; higher % means a stronger effect | one-dose inhibition, % at 11.5 µM; IC50 in µM for titrated hits | hit rate 0.054% among 290,000;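 note: plate controls were vehicle with enzyme for no effect and no enzyme for full effect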
# ER stress rescue: rescue of cells from ER stress-induced death, primary screen, 384-well, CSM14.1, thapsigargin, ATP luminescence (AID 1222) | CSM14.1 thapsigargin-induced death rescue, ATP luminescence; higher % means a stronger effect | cellular ATP content (survival), % at 20 µM; hits with a dose series show EC50 in µM | 190,000 tested, under 10 active;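 active = EC50 below 50 µM in the dose-response confirmation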;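 note: death triggered by thapsigargin at about 15 µM added after 2 h compound pretreatment; cell ATP read after overnight thapsigargin exposure of roughly 18 to 22 hours; normalized against plate controls of thapsigargin alone and 5% DMSO vehicle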
# Myeloid diff 2: induction of myeloid progenitor differentiation, primary screen, cell-based, flow cytometry, MLPCN library. ER-HoxA9 myeloid progenitors, lysozyme-GFP differentiation. calls only at 10 µM. hit rate 1% among 360,000;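 active = normalized GFP-positive differentiation at or above the plate's own cutoff, the solvent-only control mean plus 3 SD; inconclusive = no clear call, values can overlap the other calls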;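 note: cells exposed to compound for four days before flow analysis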
# M17LAP inhibition: P. falciparum M17LAP inhibitors, primary screen, biochemical, fluorogenic H-Leu-NHMec substrate, 1536-well (AID 1619) | Leucine aminopeptidase (Plasmodium falciparum (isolate 3D7)) | recombinant M17LAP, H-Leu-NHMec fluorogenic kinetic assay; higher % means a stronger effect | one-dose inhibition, % at 30 µM; IC50 in µM for titrated hits | hit rate 0.38% among 220,000;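 active = compound inhibiting the enzyme by more than half at any dose during confirmatory dose-response retesting; inconclusive = strong single-dose inhibitors picked by rank but not retested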;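 note: plate controls were full reaction with DMSO carrier for no effect and no enzyme background for full effect; strong numbers were not always called active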
# TNAP activation fold: human TNAP enzyme activators, primary screen, biochemical, luminescent, no phosphate acceptor, uHTS (AID 1001) | hit rate 0.03% among 200,000 | one-dose activation fold at 20 µM; EC50 in µM for titrated hits | purified TNAP, luminescent activation assay, no phosphate acceptor; higher activation fold means a stronger effect; in the data active = activation fold from about 3, or a potency from the dose series; inactive = the rest, 99 in 100 with activation fold below about 1.6; note: many of its hits are not listed in these tables
# PMI inhibition: human PMI inhibitors, high substrate, primary screen, biochemical, fluorescence intensity, high mannose 6-phosphate (AID 1220); recombinant PMI enzyme, coupled fluorescence intensity; higher % means a stronger effect; one-dose inhibition, % at 20 µM; IC50 in µM for titrated hits; hit rate 0.66% among 190,000
# PMI inhibitors: inhibitors of human PMI, primary screen, biochemical, fluorescence intensity, coupled assay (AID 1209); purified PMI enzyme, coupled fluorescence intensity; higher % means a stronger effect; one-dose inhibition, % at 20 µM; IC50 in µM for titrated hits; Mannose-6-phosphate isomerase (Homo sapiens); hit rate 0.42% among 190,000;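 note: plate controls were DMSO vehicle for no effect and wells lacking substrate for full effect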
# XIAP displacement: XIAP antagonists, biochemical, IAP family, fluorescence polarization (AID 1018); E3 ubiquitin-protein ligase XIAP (Homo sapiens); XIAP BIR domain, fluorescence polarization peptide displacement; higher % means a stronger effect; hit rate 0.007% among 200,000; displacement, % at 20 µM, or IC50 in µM where a hit was titrated; in the data active = displacement above about 50%; note: a part of the inactive calls stands beside numbers as strong as those of hits
# M1AAP inhibition: P. falciparum M1AAP inhibitors, biochemical, fluorogenic H-Leu-NHMec substrate, 1536-well (AID 1445); Aminopeptidase N (Plasmodium falciparum (isolate 3D7)); recombinant M1AAP, H-Leu-NHMec fluorogenic kinetic assay; higher % means a stronger effect; one-dose inhibition, % at 30 µM; IC50 in µM for titrated hits; hit rate 0.42% among 220,000;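 active = primary inhibition above the hit cutoff, then over 50% inhibition at one or more dose response concentrations, cut at about 23% in these data, passing the limit was not always enough; inconclusive = conflicting primary data, or primary hits not chosen for dose response; inactive = low primary inhibition, or under 50% at every dose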;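 note: plate controls were DMSO full reaction for no effect and no enzyme background for full effect; strong numbers were not always called active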
# Myeloid diff 2 GFP+ MAC1+ %: recorded beside Myeloid diff 2, whose call it bears; GFP+ MAC1+ double positive, %; measured here: differentiation confirmed by MAC1 staining
# * hit, by the source's call; i = inactive; ? = inconclusive; . = not tested or not shown. Cut-off read from the data, not from the text of the source, unless noted: active = inhibition above about 50%; inactive = the rest.
SMILES,LYP phosphatase,ER stress rescue,Myeloid diff 2,Myeloid diff 2 GFP+ MAC1+ %,M17LAP inhibition,TNAP activation fold,PMI inhibition,PMI inhibitors,XIAP displacement,M1AAP inhibition
Cc1cccc(C(=O)n2c(=S)nc3cc(C)ccn32)c1,-10%,.,i,0.2,-3%,.,.,.,.,-3%
Cc1ccc(/C=N/NC(=O)c2ccccc2OCc2cccc(Br)c2)o1,4%,0.0%,i,0.4,37%,1.1,-1%,10%,-1.9%,13%
O=C(O)c1ccc(NS(=O)(=O)c2ccc3c(c2)C2C=CCC2C(c2ccccc2F)N3)cc1 (stereo not drawn),8%,-0.5%,i,0.4,?,1.1,-1%,-43%,-3.8%,2.8µM*
CCC(=O)c1ccc(O)c(OC)c1,-7%,-3.2%,i,2.2,-2%,1.1,7%,4%,-7.2%,-1%
CCN(CC(=O)Nc1cccc(OC)c1)C(=O)c1ccc(C)s1,-10%,-4.3%,i,1.6,1%,1.1,-9%,-10%,-2.3%,-8%
O=C(CSc1nc2ccccc2c(=O)n1CCCO)N1CCc2ccccc21,1%,-2.1%,i,0.6,6%,1.7,-5%,4%,-13%,3%
COc1cccc(S(=O)(=O)c2nc(C)c3c(n2)CCC3)c1,2%,-0.8%,i,0.2,10%,1,-2%,4%,-12%,2%
O=C(CCN1C(=O)/C(=C/C=C/c2ccccc2)SC1=S)Nc1nccs1,5%,-1.8%,i,0.0,-4%,0.9,-4%,1%,-3.7%,17%
CC12CCC(C(=O)N(c3ccccn3)c3ccccn3)(OC1=O)C2(C)C (stereo not drawn),-1%,3.1%,i,1.1,10%,1,-4%,3%,-2.7%,0%
O=C(Nc1cccc2ccccc12)c1ccccc1,0%,.,i,0.9,10%,.,.,.,.,2%
Nc1ccc(NC(=O)NC2CCCCC2)cc1[N+](=O)[O-],-7%,-1.7%,i,0.2,2%,0.9,9%,4%,-2.6%,1%
COc1ccc(N2C(=O)NC3CC2(C)Oc2ccc(Cl)cc23)cc1OC (stereo not drawn),-8%,-0.5%,i,1.8,-2%,1,9%,-2%,-0.3%,-2%
CN(Cc1cccc(-n2cccn2)c1)C(=O)CCc1nnc(C2CCCCC2)o1,-9%,0.6%,i,0.4,7%,1,-3%,4%,-2.8%,-1%
Cc1ccc(C(=O)n2nc(-c3ccccc3)nc2NCc2ccco2)cc1,1%,-1.3%,i,15,0%,0.9,18%,16%,-2.5%,3%
CCOc1ccccc1N(CC(=O)NC(C)(C)C)C(=O)Cn1nnc(-c2ccc(C)o2)n1,-4%,8.3%,i,1.0,-3%,1.1,10%,18%,-4.3%,4%
CCOC(=O)c1c(N)sc2c1CCCC2,-7%,-1.3%,i,1.1,5%,1.1,15%,6%,-2.2%,18%
COC(=O)c1ccc(-n2cncn2)c([N+](=O)[O-])c1,-9%,-0.8%,i,0.2,5%,1.1,5%,3%,-0.3%,-5%
CCC(C)c1ccc(O)c(N)c1 (stereo not drawn),-9%,0.9%,i,2.1,19%,0.9,32%,27%,-4.1%,9%
CC1=C(C)C(OCCBr)N(c2cc(O)c(Cl)cc2F)C1=O (stereo not drawn),-6%,.,i,0.2,16%,.,.,.,.,12%
O=C(COc1ccc2ccccc2c1Br)NNC(=O)Nc1ccccc1,-7%,-1.0%,i,5.4,-12%,1,-11%,-17%,-0.4%,-1%
Cc1nc2ccc(S(=O)(=O)N(C)CC(=O)NCc3ccc4c(c3)OCO4)cc2s1,-8%,-0.9%,i,1.7,1%,1.1,15%,0%,-3.6%,4%
CN(C)/N=C/c1cn(-c2ccccc2)nc1-c1cccnc1,-6%,0.8%,i,0.2,22%,1.1,13%,8%,-4.3%,2%
COCCn1c(SCC(=O)N2CCCc3ccccc32)nnc1-c1ccco1,0%,-2.2%,i,0.4,3%,1.1,-4%,0%,-2.7%,-8%
O=C(CCC(=O)N(CC(=O)NC1CCCC1)C1CCCCC1)Nc1ccccn1,-8%,-0.6%,i,0.8,-6%,1,.,.,-2.3%,6%
Cc1ccc(S(=O)(=O)CCC(=O)Nc2nccs2)cc1,0%,2.7%,i,1.3,-6%,1.1,4%,5%,-5.4%,-3%
CC(C)(C)c1ccc(Oc2ncccc2NC(=O)c2cccs2)cc1,-2%,.,i,0.2,6%,.,.,.,.,4%
CC(=O)N(Cc1cc(=O)[nH]c2ccccc12)c1ccc(C)cc1,-7%,1.3%,i,1.3,3%,1,5%,7%,-6.5%,4%
COc1ccc(S(=O)(=O)NCCC(=O)NC2CCCCCCC2)cc1,-4%,-1.8%,i,6.0,-3%,1.1,-11%,-11%,0.4%,7%
CCOC(=O)C1(CC2CCCCO2)CCN(S(=O)(=O)c2ccccc2)CC1 (stereo not drawn),-3%,1.2%,i,2.8,-10%,1.1,-8%,5%,-4.7%,-4%
CCNC(=O)CN1C(=O)NC(CCc2ccccc2)C1=O (stereo not drawn),-10%,0.6%,i,2.2,-16%,1.1,4%,7%,-24%,0%
COc1ccc(OCc2cccc(C(=O)Nc3ccc(CN4CCCCC4)cc3)c2)cc1,-1%,-3.7%,i,0.2,1%,1,-3%,-2%,1.1%,1%
CC(=O)N(CCN1CCOCC1)Cc1cc2cc3c(cc2nc1Cl)OCO3,-14%,0.7%,i,0.1,13%,1,15%,11%,-19%,9%
O=C1NC[C@H](c2ccccc2)N(CCc2cc(C(F)(F)F)cc(C(F)(F)F)c2)C1=O,-5%,.,i,1.6,7%,.,.,.,.,11%
CCOC(=O)C1(CC2CCCCO2)CCN(Cc2ccccc2-c2ccco2)CC1 (stereo not drawn),-5%,-0.7%,i,0.3,13%,1.1,6%,0%,-4.4%,9%
O=C(Cn1nnc(-c2ccccc2)n1)NCc1ccc2c(c1)OCO2,-8%,0.1%,i,0.5,-7%,1.1,-7%,-8%,-5.9%,1%
Fc1cccc(/C=N/Nc2ccccn2)c1,-4%,-2.9%,i,0.7,-2%,0.9,-9%,-17%,-6.8%,8%
O=C(NNS(=O)(=O)c1ccccc1)C1CC(c2cccnc2)=NO1 (stereo not drawn),-5%,-0.7%,i,0.0,6%,1,0%,-29%,-7.7%,10%
CC(C)(C)c1csc(Sc2ncccc2[N+](=O)[O-])n1,-11%,.,i,0.3,-6%,.,.,.,.,1%
Brc1ccccc1Cn1c(-c2cncs2)nc2ccccc21,-6%,-0.5%,i,2.3,-7%,1.1,13%,14%,-4.6%,-14%
CCOC(=O)c1c(NC(=O)CSc2nnc(N)s2)sc(C)c1-c1ccc(C)cc1,13%,7.6%,i,0.4,24%,1.1,12%,14%,-8.5%,1%

# Given as tab-separated lines: entries from further up
Compound	LYP phosphatase	ER stress rescue	Myeloid diff 2	Myeloid diff 2 GFP+ MAC1+ %	M17LAP inhibition	TNAP activation fold	PMI inhibition	PMI inhibitors	XIAP displacement	M1AAP inhibition
COc1ccc(OCc2cccc(C(=O)Nc3ccc(CN4CCCCC4)cc3)c2)cc1	-1%	-3.7%	i	0.2	1%	1	-3%	-2%	1.1%	1%
Brc1ccccc1Cn1c(-c2cncs2)nc2ccccc21	-6%	-0.5%	i	2.3	-7%	1.1	13%	14%	-4.6%	-14%

# The list continues.
SMILES,LYP phosphatase,ER stress rescue,Myeloid diff 2,Myeloid diff 2 GFP+ MAC1+ %,M17LAP inhibition,TNAP activation fold,PMI inhibition,PMI inhibitors,XIAP displacement,M1AAP inhibition
C=COCCNC(=O)C1CC(=O)N(c2ccc(C)cc2)C1 (stereo not drawn),-13%,-0.5%,i,0.2,3%,1.1,-6%,-1%,-1.3%,2%
Cc1ccc(S(=O)(=O)N2CCC(C(=O)OCC(=O)N3CCc4ccccc43)CC2)cc1,-6%,-0.2%,i,1.2,5%,1.2,11%,11%,0.7%,-2%
O=C(COC(=O)c1ccccn1)Nc1ncc(C(F)(F)F)cc1Cl,-6%,-0.5%,i,0.8,13%,1.1,-2%,-5%,-7.3%,1%
[O-][n+]1c2c(nn1-c1ccccc1Cl)-c1nonc1CC2,-2%,-2.2%,i,0.8,-1%,1.1,10%,11%,-5.4%,5%
COc1cc(CNCc2cccs2)ccc1OCC(=O)NC(C)(C)C,-4%,3.7%,i,2.6,7%,1.1,-10%,-5%,-7.9%,6%
O=C(O)C1CCCN1S(=O)(=O)c1ccc2[nH]c(=O)c(=O)[nH]c2c1 (stereo not drawn),2%,.,i,0.9,53%,1.2,0%,1%,-5.6%,-9%
Cc1cc(C)n(-c2ccc(S(N)(=O)=O)cc2[N+](=O)[O-])n1,1%,0.9%,i,0.7,-2%,1.1,-4%,-6%,3.2%,0%
N#C/C(=C\c1ccc(N2CCOCC2)o1)C(=O)NCC1CCCO1 (stereo not drawn),7%,1.4%,i,0.1,51%,0.7,9%,0%,-2.3%,13%
Cc1nnc(SCC(=O)N2CCc3ccccc3C2)n1-c1ccccc1,-8%,-5.4%,i,2.3,0%,1.2,10%,8%,-14%,4%
CCN(Cc1nc2ccccc2c(=O)[nH]1)Cc1cc(=O)oc2cc(OC)ccc12,-6%,-0.5%,i,0.8,-16%,1.1,-10%,2%,7.0%,1%
CN1CCS/C1=C\C=C1/SC(=S)N(CC(=O)O)C1=O,0%,-0.7%,i,0.3,52µM*,0.6,20%,1%,-5.5%,16%
Cc1onc(-c2ccccc2)c1C(=O)c1c[nH]c(C(=O)NCc2ccncc2)c1,1%,-1.1%,i,0.5,6%,2.3,-1%,-6%,-1.4%,2%
O=C1O/C(=C\c2ccccc2)c2ccccc21,-6%,-0.9%,i,0.1,-12%,1,6%,16%,-1.5%,4%
O=C(NCc1cccs1)c1csc2ccccc12,-3%,-2.5%,i,7.3,9%,1.2,5%,5%,0.5%,0%
O=C1CC(=O)CC(c2ccco2)C1,-3%,5.6%,i,1.3,2%,1.1,-6%,-2%,-0.2%,6%
O=C(COC(=O)Cn1cnc2ccccc21)NCCCc1ccccc1,-1%,-0.3%,i,0.8,-19%,1.1,2%,1%,13%,-2%
COc1ccc(-c2ccc(S(=O)(=O)N3CCCC3)cc2)cc1,1%,0.5%,i,0.3,3%,1.1,7%,-6%,-6.6%,7%
COc1cccc(NC(=O)Cn2c(CCC(=O)O)ccc2-c2ccc(C)cc2)c1,-1%,-14%,i,0.3,1%,1,-4%,-2%,-5.1%,8%
CC(Oc1cc(Cl)ccc1Cl)C(=O)N/N=C\c1ccnn1C (stereo not drawn),-4%,-0.9%,i,0.4,-6%,1.1,3%,2%,-6.4%,0%
C=C(C)C(=O)Nc1cccc(C2=NOC3(C2)C[C@@H](C(N)=O)N(C(=O)CC(c2ccccc2)c2ccccc2)C3)c1 (stereo partly drawn),2%,.,i,1.4,-5%,.,.,.,.,5%

# Screening data deposited in PubChem BioAssay by several laboratories.
